# Bioassay records deposited in PubChem BioAssay by Broad Institute.
# miR122 inh = miR-122 Renilla sensor signal increase in Huh7, primary screen, miR-122 inhibitor project, cell-based, single point, plate reader | Huh7 miR-122 Renilla luciferase sensor, 48 h; neutral wells = 0, positive control = 100 | activation (reporter increase), % at 12.5 µM | actives 0.3% (n = 340,000);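 active = mean replicate activation score at least 90 and every replicate individually at or above 90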;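 note: higher luciferase means less miR-122 activity so hits act as miR-122 inhibitors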
# Numbers without * were called inactive. Not all compounds are listed (hit frequency here may not be typical).
SMILES | miR122 inh
CCC(C)C(NC(=O)OC(C)(C)C)C(=O)NC(C(=O)N1CCCC1C(N)=O)C(C)CC (configuration not stated) | -4
Nc1nc(C23CC4CC(CC(C4)C2)C3)cs1 | -7
CCOC(=O)C1CCN(CC(O)COc2ccc(C(C)=O)cc2)CC1 (configuration not stated) | 0
Cc1cc(=O)n2nc(N3CCC(C(=O)NCc4cccnc4)CC3)sc2n1 | -4
Brc1ccc(-c2cn3c(n2)CCc2ccc4cccnc4c2-3)cc1 | 10
CC(C)CC(=O)NS(=O)(=O)c1ccc(N)cc1 | 3
Cc1ccc(OCCC(=O)OCC(=O)Nc2ccc(Cl)cn2)cc1 | 4
Cc1ccc(S(=O)(=O)N2CCCC2C(=O)NC2=NCCS2)cc1 (configuration not stated) | -2
CN(C)C(=O)c1cc(F)ccc1Sc1cc(Cl)ccc1Cl | 0
O=C(Cc1ccc(Cl)cc1)Nc1nc2ccccc2[nH]1 | 1
COc1ccccc1-c1n[nH]c(=S)o1 | -5
O=S(=O)(c1ccc(OCC(O)CN2CCc3ccccc3C2)cc1)N1CCOCC1 (configuration not stated) | -1
C=C(C)Cn1c(COc2ccccc2)nnc1SCC(=O)O | -4
CCOC(=O)CCCn1ncn2c(cc3occc32)c1=O | 0
O=C(CCCC(=O)OCC(F)(F)C(F)F)Nc1nccs1 | 4
CC(C)(C)OC(=O)N1CCC[C@@H]1C(=O)N1CCC(C(=O)O)CC1 | -5
COc1ccc(C2C(C(C)=O)=C(O)C(=O)N2CCO)c(OC)c1 (configuration not stated) | -4
O=C(COc1ccc(Br)cc1F)NC1CCN(Cc2ccccc2)CC1 | 3
Cc1nc2c(C(=O)N3CCOCC3)cnn2c(C)c1Cc1ccc(Cl)cc1 | -4
CC(C)CNC(=O)c1ccccc1NC(=O)c1ccccc1N(C)S(C)(=O)=O | 5

# A few values from the results shown.
# Brc1ccc(-c2cn3c(n2)CCc2ccc4cccnc4c2-3)cc1 | miR122 inh = 10
# CC(C)CNC(=O)c1ccccc1NC(=O)c1ccccc1N(C)S(C)(=O)=O | miR122 inh = 5
# CC(C)CC(=O)NS(=O)(=O)c1ccc(N)cc1 | miR122 inh = 3
# Cc1ccc(OCCC(=O)OCC(=O)Nc2ccc(Cl)cn2)cc1 | miR122 inh = 4
# COc1ccccc1-c1n[nH]c(=S)o1 | miR122 inh = -5

# (continued)
SMILES | miR122 inh
COc1ccc(C(=O)Nc2cccnc2)cc1 | -1
CC1CN/C(=C\C(=O)c2ccccc2)C(=O)N1 (configuration not stated) | -3
C=CCSc1nc2ccccc2[nH]1 | -8
OCc1ccnc2c(O)cccc12 | -8
CC1(C(=O)NC2CCCCCCC2)CCC(=O)N1CCN1CCOCC1 (configuration not stated) | -6
Cc1nc2c(ccc3nc(NC(=O)c4ccc5c(c4)OCCO5)sc32)s1 | -7
CNc1nc(SCc2ccccc2Cl)nc2c1CCCC2 | -1
CCN(C(=O)CN1CCN(c2ccccc2O)CC1)c1c(N)n(Cc2ccccc2)c(=O)[nH]c1=O | 0
CCCOc1ccc(CSC(CC(=O)O)C(=O)O)cc1 (configuration not stated) | 6
NCCCC[C@@H]1NC(=O)[C@H](CCC(=O)O)NC(=O)c2cc([N+](=O)[O-])cc(I)c2NCC[C@@H](C(N)=O)NC1=O | -3
CCOC(=O)c1cc(OCC(=O)NC(C)C(C)C)cc(C(=O)OCC)c1 (configuration not stated) | 2
O=C(N/N=C/c1ccc2c(c1)OCO2)c1ccc(COCC(F)(F)C(F)F)cc1 | 1
Cc1cc(S(=O)(=O)NCc2ccco2)c(C)s1 | 62
CC(C)C[C@H]1CN=C(Nc2ccccc2)N1CCc1cccc(F)c1 | -8
COCCN(C(C)=O)c1nnc(-c2ccccn2)s1 | -3
O=C1N=C(c2ccccc2)C(c2ccccc2)N1 (configuration not stated) | 5
O=C(c1cc(-c2ccncc2)nc2ccccc12)N1CCN(S(=O)(=O)/C=C/c2ccccc2)CC1 | 3
CC1CCCCN1CCCNC(=O)CCCN1C(=O)c2cccnc2Sc2ccccc21 (configuration not stated) | 4
O=S(=O)(c1ccccc1)N1CCN(S(=O)(=O)c2ccccc2)C1 | -4
CCOc1cc(S(=O)(=O)NC2CCCCCC2)ccc1F | 66
O=C1CC(=O)C(n2cncn2)C(c2ccc(Cl)cc2Cl)C1 (configuration not stated) | 5
CC(=O)Oc1cccc(/C=c2\sc3nc(-c4ccco4)nn3c2=O)c1 | -4
Cc1ccnc2nc(C(=O)Nc3cc(Cl)ccc3N3CCOCC3)nn12 | -3
COC(=O)C(CC(=O)c1ccc(Cl)cc1)c1ccc(C)cc1 (configuration not stated) | -1
O=C(Nc1cc(C(F)(F)F)ccc1N1CCOCC1)c1cccnc1 | -7
CC[n+]1ccc(C)c2cc(SC(F)(F)F)ccc21 | -5
COC(=O)c1ccc(C)c(NC(=O)CN(c2cc(OC)ccc2OC)S(C)(=O)=O)c1 | 2
Cc1cccn2c(/C=N/OCc3cccc(F)c3)c(-c3ccc(Cl)cc3)nc12 | 0
CCOC(=O)COc1cc2c3c(c(=O)oc2cc1C)CCCC3 | 1
Cc1nc(NCc2ccco2)nc2c1C(=O)CC(C)C2 (configuration not stated) | 2
Cc1cc(C)c(C)c(OCC(=O)NCc2nc(-c3ccccc3)no2)c1 | 0
CCOc1ccc(N2CC(C(=O)NCCc3ccc(OC)c(OC)c3)CC2=O)cc1 (configuration not stated) | 1
O=C(CCCN1C(=O)CCC1=O)Nc1ccc2c(c1)OCCO2 | 3
CCOC(=O)CSc1ncc(-c2cccc(Cl)c2)cn1 | -2
Cc1cc(=O)[nH]c(N2CCCC2)n1 | -3
O=C(COc1ccc2ccccc2c1)N1CCN(C(=O)c2cccs2)CC1 | 7
O=C(O)c1ccc(-n2c(-c3ccc(Br)cc3)n[nH]c2=S)cc1 | -7
O=C(Nc1ccc2c(c1)OCO2)c1ccc(S(=O)(=O)NCC2CCCO2)cc1 (configuration not stated) | 20
O=C(Nc1ccccc1)O/N=C/c1ccccc1Cl | -1
COc1ccc(-n2nc3c(N4CCC(C(=O)NCCc5ccccc5C)CC4)nnc(C)c3c2C)cc1 | -9

# Fetched one by one from the list above, 3 records:
SMILES | miR122 inh
O=C(COc1ccc2ccccc2c1)N1CCN(C(=O)c2cccs2)CC1 | 7
O=C(Nc1cc(C(F)(F)F)ccc1N1CCOCC1)c1cccnc1 | -7
Cc1nc(NCc2ccco2)nc2c1C(=O)CC(C)C2 (configuration not stated) | 2

# Further compounds follow.
SMILES | miR122 inh
O=C(Nc1c(C(=O)NCc2ccco2)cnn1-c1ccccc1)c1ccc(F)cc1 | -7
CC(=O)C1=C(O)C(=O)N(CCC(=O)O)C1c1cccc(F)c1 (configuration not stated) | 1
COc1ccc(-c2nnc(NC(=O)c3ccc(S(=O)(=O)N4CCCc5ccccc54)cc3)o2)cc1 | -3
CCOC(=O)C1=C(C)Nc2ncnn2C1c1ccccc1F (configuration not stated) | 0
CCCc1nnc(SCc2ccc(OCC)cc2)n1N | -3
O=S(=O)(N/N=C/c1ccc(Cl)cc1)c1ccc(Cc2ncc(C(F)(F)F)cc2Cl)s1 | 0
CCCc1[nH]nc2c1C(c1ccc(O)cc1OCC)C(C#N)=C(N)O2 (configuration not stated) | -1
CCCn1c(SCC(=O)N2CCN(S(=O)(=O)c3ccc(Cl)cc3)CC2)n[nH]c1=O | -1
NS(=O)(=O)c1ccc2nc(NC(=O)c3ccc4ncsc4c3)sc2c1 | -7
CCC(Sc1nc2n[nH]c(C)c2c(=N)n1-c1cccc(Cl)c1C)C(=O)N(CC)CC (configuration not stated) | -2
COC(=O)c1cccc(-n2[nH]nnc2=S)c1 | -6
c1ccc(-n2nnnc2SCc2cccc(CSc3nnnn3-c3ccccc3)n2)cc1 | -4
Cc1cccc(-n2ncc3c(NCc4cccs4)ncnc32)c1 | 20
CC1Cc2ccccc2N1C(=O)CNCCCN(C)C (configuration not stated) | 2
C#CCOCCOCCOCCNc1nc(N2CCN(C(=O)CCCCCCCCCCNC(=O)Cn3cc(CCCCCN)nn3)CC2)nc(N2CCN(C(=O)CCCCCCCCCCNC(=O)[C@@H](CCC(=O)O)n3cc(CCCCCN)nn3)CC2)n1 | 3
CCS(=O)(=O)NCC(c1cccnc1)N1CCN(c2ccc(F)cc2)CC1 (configuration not stated) | -1
Cc1nc2nc(-c3ccccc3)[nH]n2c(=O)c1Cc1ccccc1 | -3
CC(C)(C)C(=O)Nc1sc2c(c1C#N)CCCCC2 | -6
CCOC(=O)N1CCC(NC(=O)c2cnn3cccnc23)CC1 | -4
Cc1ccc(/C=N/NC(=O)C2=NNC(c3ccccc3)(c3ccccc3)C2)c(O)c1 | -3
O=C(NC(C(=O)N/N=C/c1cccc2ccccc12)c1n[nH]c(=O)c2ccccc12)c1ccccc1 (configuration not stated) | 1
O=C(O)c1ccc(-n2c(-c3cc(-c4ccco4)[nH]n3)n[nH]c2=S)cc1 | -2
Cc1oc(-c2ccccc2)cc1C(=O)Nc1ccc2ccccc2c1 | -2
CCCn1c(O)c(/C=C2\C=NN=C2c2ccccc2)sc1=S | -7
CCOC(=O)C1=C(N)n2c(s/c(=C\c3ccco3)c2=O)=C(C(=O)OC(C)C)C1c1ccco1 (configuration not stated) | -8
COc1ccc(N=CC2=C(O)CC(C)(C)CC2=O)cc1 | 10
Cc1n[nH]c(C)c1S(=O)(=O)N1CCN(C(=O)c2ccco2)CC1 | 33
CCC(C)C(NC(=O)OC(C)(C)C)C(=O)NCc1ccco1 (configuration not stated) | -2
O=S(=O)(c1cccc(C(F)(F)F)c1)N1CCN(c2nnnn2-c2ccccc2)CC1 | 2
CC(=O)N1c2ccccc2C(C)CC12CCCCC2 (configuration not stated) | -1
Cc1ccc(-c2cc(N)n(Cc3ccc(Cl)cc3)n2)cc1 | 16
COc1ccc(CNC(=O)c2cnc(C)cn2)c(OC)c1 | 0
Cn1c(=O)[nH]c(=O)c2c1nc(NCCc1ccccc1)n2CC(O)COc1ccccc1 (configuration not stated) | 8
COc1ccc(N2CCN(C(CNC(=O)C3CCCCC3)c3cccnc3)CC2)cc1 (configuration not stated) | 4
COc1ccc2nc(N/C(N)=N/C(=S)Nc3cccc(C)c3)nc(C)c2c1 | 3
O=C(CSCc1ccc(Cl)cc1)Nc1cccc(C(=O)Nc2ccccc2C(=O)O)c1 | 1
COc1ccc(S(=O)(=O)N2CCN(Cc3c[nH]c4ccccc34)CC2)cc1 | 3
C=CCN=C1N[C@@H](c2ccccc2)C(C(=O)OC)=C(C)N1CC | -4
COc1ccc(C(=O)CSc2nn3c(=O)c(C(C)(C)C)nnc3s2)cc1 | 1
CCCn1c(N)c(C(=O)CSc2nc3ccccc3n2CCC#N)c(=O)n(C)c1=O | 7

# Two consecutive entries out of the list so far:
SMILES | miR122 inh
O=C(NC(C(=O)N/N=C/c1cccc2ccccc12)c1n[nH]c(=O)c2ccccc12)c1ccccc1 (configuration not stated) | 1
O=C(O)c1ccc(-n2c(-c3cc(-c4ccco4)[nH]n3)n[nH]c2=S)cc1 | -2

# Remaining list, next part
SMILES | miR122 inh
CC1(C)N(O)CC(c2cccs2)=[N+]1[O-] | 1
CC1(C)C(=O)Nc2ccccc2N1C(=O)COc1ccc(S(=O)(=O)N2CCOCC2)cc1Cl | 0
Cc1ccc(-c2n[nH]c(=S)n2/N=C/c2cccn2C)cc1 | 5
Cc1cc(C)c2c(N)c(C(=O)NC3CC3)sc2n1 | 0
CCc1ccc2c(c1)cc(CN(C(=S)Nc1ccccc1)C1CC1)c1nnnn12 | 5
O=C(c1ccc(=O)oc1)N1CCOCC1 | -5
Cc1ccc(Nc2nc(N)nc(CN3CCN(Cc4ccc5c(c4)OCO5)CC3)n2)cc1Cl | -25
CCOC(=O)c1cccc(NC(=O)CN(c2ccc(C)cc2)S(=O)(=O)c2c(C)n[nH]c2C)c1 | -3
COc1cc(OC)cc(-c2n[nH]c(=S)n2-c2cc(OC)ccc2OC)c1 | -6
Cc1cccc2cc3c(N)c(C(=O)Nc4ccc(N5CCOCC5)cc4)sc3nc12 | -8
CCN(CC)S(=O)(=O)c1ccc2c(c1)c(C(=O)O)cn2C | 4
Cc1ccccc1-c1cc(C(=O)Nc2sc(C)c(C)c2C(N)=O)c2ccccc2n1 | 3
Oc1[nH]c2ccccc2c1C=Nc1ccc2c(c1)OCCO2 | -1
O=S(=O)(c1ccc(-c2csc(=Nc3ccccc3)n2CCCN2CCOCC2)cc1)N1CCOCC1 | -5
COCCN(CC(=O)Nc1ccccc1)S(=O)(=O)c1ccc(S(=O)(=O)N2CCCC2)cc1 | 3
O=S(=O)(NCc1ccccc1)c1cccs1 | 3
CCSc1nc(N2CCCCC2)c2c(c1C#N)CCCC2 | 2
CCOC(=O)c1sc(NC(=O)c2cc(-c3ccccc3C)nc3ccccc23)c(C#N)c1C | -3
CC(Cl)C(=O)NNc1cccc(Cl)n1 (configuration not stated) | 4
COC(=O)C(Cc1ccc(O)cc1)NC(=O)CCC(=O)Nc1ccc(S(N)(=O)=O)cc1 (configuration not stated) | 0
O=C(O)c1cc(S(=O)(=O)O)ccc1O | -5
Cn1c(=O)n(C)c2cc(NS(=O)(=O)c3ccccc3)ccc21 | 12
CCOC(=O)Nc1nnc(-c2ccc(OC)cc2)s1 | 3
COc1cc2nc(NCC3CCCO3)n3nc(-c4cccnc4)nc3c2cc1OC (configuration not stated) | -3
CCOC(=O)c1cc2cc(F)ccc2nc1C | -5
O=C(O)CCCCCN1C(=O)CSC1=S | 2
Cc1ccc2[nH]c(=O)c(-c3nc4c(C)cccn4c3NCc3ccco3)cc2c1 | -6
Cc1cc(C(F)(F)F)c(C#N)c(SCC(=O)NC2CC2)n1 | -8
COCCCNC(=O)c1cc(OC)c(OC)c(OC)c1 | -2

# Ordered by SMILES length (falling): some entries from above
SMILES | miR122 inh
Cc1ccc2[nH]c(=O)c(-c3nc4c(C)cccn4c3NCc3ccco3)cc2c1 | -6
COc1cc2nc(NCC3CCCO3)n3nc(-c4cccnc4)nc3c2cc1OC (configuration not stated) | -3
Cn1c(=O)n(C)c2cc(NS(=O)(=O)c3ccccc3)ccc21 | 12
Cc1cc(C(F)(F)F)c(C#N)c(SCC(=O)NC2CC2)n1 | -8
O=C(O)CCCCCN1C(=O)CSC1=S | 2
